# DNMT1 block: inhibitors of human DNMT1; 360,000 compounds, 0.83% hits; inhibition (reported as % activation of signal), % at 10 µM; P26358; DNMT1 molecular beacon, Hinp1I cleavage, fluorescence; in the data active means inhibition above about 50%
# Rin1-Abl PPI inh: inhibitors of human Rin1-Abl protein interaction. P00519+Q13671. TR-FRET Rin1/Abl binding, biochemical. inhibition, % at 7.35 µM. 360,000 compounds, 0.4% hits. AID 588664; in the data active means inhibition above about 5%, passing the limit was not always enough
# Neddyl block: cullin neddylation inhibition; P61081+Q13564; TR-FRET cullin neddylation, biochemical; AID 651699; calls only at 25 µM; 360,000 compounds, 0.58% hits; in the data active means inhibition above about 36%
# STEP inh: inhibitors of human striatal-enriched phosphatase STEP. 360,000 compounds, 0.25% hits. P54829. AID 588621. inhibition, % at 20 µM. recombinant STEP, OMFP fluorogenic substrate, fluorescence;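 active means inhibition at 20 µM, scaled per plate between control wells, above about 37%, limit read from the data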;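 further: 0% = DMSO with enzyme and substrate and 100% = substrate only without enzyme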
#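 Measure: Control-normalized % inhibition with plate pattern correction | Test system: STEP phosphatase, cell-free reaction | Medium: pH 6.0 Bis-Tris with DTT and Tween 20 | Technique: Fluorescence, 480/540 nm | Times: Reaction 20 min, ambient temperature | Doses: Single compound dose of 20 µM, 1% DMSO final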
# Rpn11 block: Rpn11 (human) deubiquitinase inhibition; calls only at 20 µM; 360,000 compounds, 0.59% hits; human 26S proteasome, Ub4-pepOG fluorescence polarization; 20S core pre-blocked with epoxomicin; O00487;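 active means inhibition at 20 µM, scaled to each plate's controls, above about 33%, limit read from the data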
# Target sequence (O00487 whole entry, looked up): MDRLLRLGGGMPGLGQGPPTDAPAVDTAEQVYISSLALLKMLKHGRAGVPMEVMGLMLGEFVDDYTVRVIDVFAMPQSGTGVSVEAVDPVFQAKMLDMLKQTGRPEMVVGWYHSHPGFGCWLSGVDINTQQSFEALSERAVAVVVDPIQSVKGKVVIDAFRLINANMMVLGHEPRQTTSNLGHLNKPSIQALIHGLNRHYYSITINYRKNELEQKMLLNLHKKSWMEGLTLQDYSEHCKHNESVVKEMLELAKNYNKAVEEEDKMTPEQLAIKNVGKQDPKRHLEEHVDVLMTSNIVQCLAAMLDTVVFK
# Scp1 inh: blocks human Scp-1 phosphatase activity. Recombinant Scp1, phosphopeptide, malachite green phosphate absorbance. inhibition, % at 20 µM. Q9GZU7. 340,000 compounds, 0.88% hits;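 active means inhibition above about 50% at 20 µM, limit read from the data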;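 further: plate controls were DMSO wells with enzyme for no effect and wells lacking enzyme for full effect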
#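 Material: truncated SCP-1 phosphatase (76-261aa) / Buffer or medium: 50 mM Tris acetate pH 5.5, 0.005% Tween-20, 10 mM MgCl2 / Compound dosing: one concentration, 20 µM, with 1.0% DMSO / Incubation: 45 min room-temperature reaction, 5 min colour, 30 min stabiliser / Detection: colorimetric free-phosphate detection, absorbance 630 nm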
# NadD inh: NadD (S. aureus) enzyme inhibition; 360,000 compounds, 0.78% hits; purified NadD enzyme, colorimetric absorbance read-out; inhibition, % at 20 µM; in the data active means inhibition above about 26%; further: some compounds past the cut are filed as inactive
# CSN deneddyl inh: CSN deneddylation inhibition | inhibition, % at 12.5 µM | 360,000 compounds, 0.38% hits | Purified CSN, SCF-Nedd8-OG deneddylation, fluorescence polarization | AID 651999 | Q92905;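 active means pattern-corrected inhibition above about 35%, with an unprinted fluorescence ratio check between 0.5 and 1.5, limit read from the data, passing the limit was not always enough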;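 further: 0% = enzyme with substrate and 100% = substrate without enzyme; some results filed as inactive read as strong as hits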
# Target sequence (Q92905 whole entry, looked up, one chain of several): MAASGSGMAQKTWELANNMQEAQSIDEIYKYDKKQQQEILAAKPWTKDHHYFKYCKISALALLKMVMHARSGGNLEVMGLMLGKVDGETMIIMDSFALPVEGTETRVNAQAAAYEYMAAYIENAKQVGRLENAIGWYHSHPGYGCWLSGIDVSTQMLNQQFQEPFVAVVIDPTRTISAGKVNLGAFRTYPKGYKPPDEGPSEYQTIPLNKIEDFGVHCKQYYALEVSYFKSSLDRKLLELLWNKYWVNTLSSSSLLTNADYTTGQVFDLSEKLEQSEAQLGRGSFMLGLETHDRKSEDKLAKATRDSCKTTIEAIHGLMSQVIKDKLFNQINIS
#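 Assay system: purified human Csn5 enzyme expressed in HEK293T cells; measure: % inhibition; also added: SCFSkp2-Nedd8OG substrate at 10 nM final; technique: fluorescence polarization; times: reaction 90 min, room temperature; medium: Tris buffer pH 7.5, NaCl, DTT, Tween-20, trehalose, ovalbumin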
# SUMO1-SIM PPI: alters human SUMO1 binding to SIM partners; P63165; SUMO1 binding to a labelled peptide, TR-FRET, 1 h; inhibition, % at 20 µM; 360,000 compounds, 0.33% hits; AID 602429; in the data active means inhibition above about 37%
# Target sequence (P63165 whole entry, looked up): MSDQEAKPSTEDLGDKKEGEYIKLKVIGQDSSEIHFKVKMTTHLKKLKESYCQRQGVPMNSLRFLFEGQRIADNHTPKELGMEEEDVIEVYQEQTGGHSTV
# LMPTP inh: blocks human LMPTP phosphatase | 360,000 compounds, 0.22% hits | recombinant LMPTP-A, OMFP fluorogenic substrate, fluorescence intensity | inhibition, % at 20 µM;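 active means compounds that cut the enzyme signal by at least half of the control window in the single-dose screen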;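 further: plate controls were DMSO wells with enzyme plus substrate for no effect and substrate without enzyme for full effect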
# Target sequence (P24666 whole entry, looked up): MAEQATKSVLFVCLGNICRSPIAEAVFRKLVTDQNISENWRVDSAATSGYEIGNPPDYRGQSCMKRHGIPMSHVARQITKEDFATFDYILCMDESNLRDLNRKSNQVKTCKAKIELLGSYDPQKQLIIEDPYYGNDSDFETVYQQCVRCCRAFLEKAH
#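 material = LMPTP-A | quantity = 0.625 nM enzyme | reagent = OMFP substrate, 400 µM final | buffer or medium = Bis-Tris pH 6.0, DTT, detergent | detection = endpoint fluorescence intensity from OMFP dephosphorylation | dosing = single 20 µM dose | read-out basis = % inhibition relative to no-enzyme and uninhibited control wells | control set = no-enzyme and uninhibited controls | timing = 50 min at room temperature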
# * = called active by the depositor; i = inactive; nt = not tested or not shown; + = active, no number.
nr	SMILES	DNMT1 block	Rin1-Abl PPI inh	Neddyl block	STEP inh	Rpn11 block
1	COC(=O)c1cccc2c1C(=O)c1cc([N+](=O)[O-])ccc1-2	4	-10	i	-2	i
2	CCN1C(=O)[C@H]2[C@@H](c3ccc(C)cc3)N3C(=O)N(c4cccc(Cl)c4)C(=O)[C@@]3(CC(C)C)[C@H]2C1=O	-2	-1	i	0	i
3	Cc1ccnc(NC(=O)C2CCN(S(=O)(=O)c3ccc4c(c3)CC(C)N4C(=O)C3CCC3)CC2)c1 (stereo not drawn)	-3	6	i	-2	i
4	Cn1c(SCC(=O)Nc2ccc(NC(=O)c3cccc(F)c3)cc2)nnc1-c1ccncc1	1	1	i	-2	i
5	CCN(CC)c1cccc(OC(=O)c2cccnc2Cl)c1	2	-4	i	4	i
6	CCN(c1ccccc1)S(=O)(=O)c1cc(NC(=O)COC(=O)C2CC2)ccc1Cl	-4	0	i	-2	i
7	COC(=O)COc1ccc2cc(-c3ccccc3)c(=O)oc2c1	-1	-4	i	1	i
8	CC(Oc1ccc(-c2ccccc2)c(F)c1)c1ccn(S(=O)(=O)c2ccc(Br)cc2)n1 (stereo not drawn)	2	0	i	2	i

nr	Scp1 inh	NadD inh	CSN deneddyl inh	SUMO1-SIM PPI	LMPTP inh
1	nt	-2	3	-11	-0.3
2	-3	-2	0	3	0.3
3	-10	1	-2	10	0.3
4	-2	-5	0	0	-2.0
5	-8	0	1	9	1.6
6	-5	-2	6	1	0.8
7	-2	-1	-1	-23	-0.6
8	-15	-11	1	1	1.0

# (list continues)
nr	SMILES	DNMT1 block	Rin1-Abl PPI inh	Neddyl block	STEP inh	Rpn11 block
9	O=C(NCc1ccccc1)C(c1ccc(C(F)(F)F)cc1)n1c(=O)c(-c2cc3ccccc3[nH]2)nc2ccccc21 (stereo not drawn)	nt	nt	nt	nt	nt
10	CC(C)(C)OC(=O)N1CCC[C@H]1c1nnc(SCc2ccccc2F)o1	-4	0	i	-1	i
11	COc1ccc(OCCSc2nnc(-c3ccc(OC)cc3)n2N)cc1	0	-1	i	9	i
12	CCOCCCNC(=O)c1ccc(OC2CCN(C(C)=O)CC2)c(OC)c1	1	-1	i	8	i
13	O=C(OCc1ccccn1)C1CCN(C(=O)c2ccc(Cl)cc2)CC1	0	-2	i	0	i
14	CCNC(=O)N(C)c1c(CC)nc2ccc(C(=O)N3CCN(C(C)=O)CC3)cn12	3	-1	i	3	i
15	COc1ccc(NC(=O)CCN2CCN(S(=O)(=O)c3cc(Cl)ccc3Cl)CC2)cc1	-6	-1	i	3	i
16	CN(CCc1ccccn1)C(=S)Nc1ccc(Cl)cc1Cl	0	0	i	11	i

nr	Scp1 inh	NadD inh	CSN deneddyl inh	SUMO1-SIM PPI	LMPTP inh
9	nt	nt	-1	0	4.8
10	0	-6	1	1	-1.9
11	9	0	0	2	1.2
12	4	-1	1	0	-2.9
13	-1	-3	2	4	-1.0
14	nt	2	-7	3	0.1
15	-4	-5	-3	0	-0.3
16	-10	0	2	-2	-1.5

# Next records follow.
nr	SMILES	DNMT1 block	Rin1-Abl PPI inh	Neddyl block	STEP inh	Rpn11 block
17	O=C(c1cccc(-n2cccc2)c1)N1CCN(S(=O)(=O)c2c(F)cccc2F)CC1	20	0	i	4	i
18	COc1ccc(C(=O)Nc2ccc(NC(=O)c3ccccc3OC)nc2)cc1	-1	-1	nt	-2	i
19	C[C@H](NC(=O)OC(C)(C)C)c1nnc(SCC(=O)Nc2cccc(Cl)c2)o1	-1	2	i	-2	i
20	COc1ccc(N2CCN(C(CNC(=O)C(=O)NCCCn3ccnc3)c3cccnc3)CC2)cc1 (stereo not drawn)	4	-5	i	0	i
21	CCCCc1c(C)nc2ccccc2c1SCCC(=O)O	1	2	i	1	i
22	c1ccc(CCNC2=NCCCS2)cc1	-1	4	i	-2	i
23	CC(C)(C)C1CCN2CCC[C@](c3ccccc3)(C1)[C@@]21CO1 (stereo partly drawn)	nt	nt	i	nt	nt
24	COCCn1c(=NC(=O)/C=C/c2cccs2)sc2cc(NC(C)=O)ccc21	6	-4	nt	0	i

nr	Scp1 inh	NadD inh	CSN deneddyl inh	SUMO1-SIM PPI	LMPTP inh
17	28	8	10	0	-8.0
18	8	-3	4	25	1.5
19	-6	-4	-2	2	0.3
20	-4	1	-1	2	-5.0
21	-14	12	7	-1	0.6
22	-1	2	-3	0	-2.0
23	nt	1	2	8	0.0
24	4	1	-4	-3	-0.2

# (more compounds)
nr	SMILES	DNMT1 block	Rin1-Abl PPI inh	Neddyl block	STEP inh	Rpn11 block
25	CC(=O)CCc1c(C)[nH]c2ccccc2c1=O	3	7	i	-2	i
26	COc1ccc(C2CC(c3ccccc3)=NN2C(=O)COC(=O)c2cc(S(=O)(=O)N3CCOCC3)ccc2Cl)cc1 (stereo not drawn)	-13	-1	i	2	i
27	CCCNC(=O)c1cc(C2CCCCN2C(=O)CCCc2ccccc2)on1 (stereo not drawn)	3	-2	i	1	i
28	CC(=O)Nc1ccc(NC(=O)c2ccc(N(C)S(=O)(=O)c3ccc(C)cc3)cc2)cc1	-1	-4	nt	-2	i
29	COc1ccccc1NC(=O)CCc1nnc2ccc(N3CCC4(CC3)OCCO4)nn12	0	-3	i	-2	i
30	COc1ccc(N2CCN(Cc3nc4c(c(=O)[nH]c(=O)n4C)n3CCCc3ccccc3)CC2)cc1	-3	0	i	1	i
31	CCS(=O)(=O)N1CCC(C(=O)NCCCN2CCCC2)CC1	0	-3	i	2	i
32	Cc1ccc(/C=C2/SC(=S)N(C3CCCCC3)C2=O)o1	-4	2	i	2	+

nr	Scp1 inh	NadD inh	CSN deneddyl inh	SUMO1-SIM PPI	LMPTP inh
25	-7	1	1	3	-0.1
26	-9	8	-1	17	3.5
27	nt	2	1	-2	-1.1
28	-1	-11	6	3	1.1
29	7	-1	4	-1	-0.7
30	5	5	4	-1	0.3
31	-6	6	-2	-4	-4.4
32	-5	25	29	-8	1.4

# Going on with the list:
nr	SMILES	DNMT1 block	Rin1-Abl PPI inh	Neddyl block	STEP inh	Rpn11 block
33	CCCOc1c(Cl)cc(/C=N/O)cc1OCC	2	1	i	-2	i
34	CCOC(=O)[C@]12CCC=C1N(Cc1ccco1)C(=O)[C@H](CC(=O)NCc1ccc(OC)c(OC)c1)C2	nt	nt	i	nt	nt
35	CCCC(=O)Nc1cc(C(=O)O)ccc1Sc1ccc(C)cc1	5	-1	i	2	i
36	COc1cccc(Nc2nc(C(N)c3ccccc3)cs2)n1 (stereo not drawn)	5	3	i	3	i
37	CCc1ccc(S(=O)(=O)NC(=S)NC2CCCCC2)cc1	3	-1	i	4	i
38	CC1=CC(C)(C)N2C(=O)C3(C(C#N)=C(N)Oc4cc(C)oc(=O)c43)c3cccc1c32 (stereo not drawn)	-5	2	i	2	i
39	CCN(CC(=O)NCc1cccs1)C(=O)COc1ccc(C(N)=O)cc1	0	3	i	-1	i
40	Cc1ccc(-c2csc(N3CCC[C@@H]3C(=O)NCCn3c(C(F)(F)F)nc4ccccc43)n2)cc1	-5	2	i	0	i

nr	Scp1 inh	NadD inh	CSN deneddyl inh	SUMO1-SIM PPI	LMPTP inh
33	-8	-6	-1	0	3.3
34	nt	2	-4	0	-0.9
35	2	-12	3	6	-0.8
36	nt	-2	-2	2	-0.3
37	3	2	-17	-3	1.2
38	2	-1	136	-7	-0.5
39	-2	-6	-1	16	-0.9
40	1	4	0	1	3.0

# Down the list, from the results shown.
# Nos. 33–40 in Rin1-Abl PPI inh read 1, nt, -1, 3, -1, 2, 3, 2
# Nos. 33–40 in LMPTP inh read 3.3, -0.9, -0.8, -0.3, 1.2, -0.5, -0.9, 3.0
# Nos. 33–40 in Rpn11 block read i, nt, i, i, i, i, i, i

# Remaining list, next part.
nr	SMILES	DNMT1 block	Rin1-Abl PPI inh	Neddyl block	STEP inh	Rpn11 block
41	CCOc1ccc(/C=N/NC(=O)CSc2n[nH]c(=O)[nH]c2=O)cc1OC	1	6	i	2	i
42	CN(C)/C=C(/C(=O)c1ccccc1)S(=O)(=O)c1ccc(Cl)cc1	-2	3	i	1	i
43	Cc1cccc(C)c1OCC(=O)OC/C(O)=C(\C#N)c1nc2ccccc2[nH]1	-13	-7	i	-3	i
44	S=C1N(c2ccccc2)C(c2ccc(Br)cc2)N2CCCN12 (stereo not drawn)	-4	-2	i	0	i
45	O=C(NNC(=O)C1CCN(S(=O)(=O)c2ccc(Cl)cc2)CC1)c1ccccc1O	-1	-1	i	-1	i
46	C=CCn1c(=O)c2c3c(sc2n2c(Nc4ccccc4)nnc12)CCCC3	-1	0	i	-2	i
47	CCOC(=O)c1c(NC(=O)CSc2nnc(-c3ccncc3)n2Cc2ccco2)sc(C(C)=O)c1C	-1	1	i	5	i
48	CCCn1ncc(CN2CCC(CO)(CC3CCCCO3)CC2)c1C (stereo not drawn)	-3	-2	i	-2	i

nr	Scp1 inh	NadD inh	CSN deneddyl inh	SUMO1-SIM PPI	LMPTP inh
41	-7	5	1	11	-1.8
42	-3	0	-4	1	1.4
43	6	7	7	19	-1.4
44	-14	-5	-2	6	1.0
45	-8	1	1	14	0.1
46	20	17	3	3	0.3
47	1	7	-1	-9	-0.7
48	-4	4	-12	1	-1.1

# Compounds shown so far that have a COOH group:
nr	SMILES	DNMT1 block	Rin1-Abl PPI inh	Neddyl block	STEP inh	Rpn11 block
21	CCCCc1c(C)nc2ccccc2c1SCCC(=O)O	1	2	i	1	i
35	CCCC(=O)Nc1cc(C(=O)O)ccc1Sc1ccc(C)cc1	5	-1	i	2	i

nr	Scp1 inh	NadD inh	CSN deneddyl inh	SUMO1-SIM PPI	LMPTP inh
21	-14	12	7	-1	0.6
35	2	-12	3	6	-0.8

# Further compounds follow.
nr	SMILES	DNMT1 block	Rin1-Abl PPI inh	Neddyl block	STEP inh	Rpn11 block
49	COc1cc(C(=O)Nc2ccc3c(c2)CCN3C(C)=O)cc(OC)c1OC	2	2	i	2	i
50	CCc1nc(SCC(=O)NCCc2ccccc2)c2oc3ccccc3c2n1	13	-8	i	4	i
51	Cc1noc(C)c1S(=O)(=O)Nc1ccc(C(=O)Nc2ccc(OC(F)(F)F)cc2)cc1	6	5	i	-3	i
52	CCc1cc(=O)oc2cc(C)cc(OCC(=O)NCCCn3ccnc3)c12	5	-2	nt	-2	i
53	O=C(O)c1cccc(NS(=O)(=O)c2cc(S(=O)(=O)c3ccc(Cl)cc3)ccc2Cl)c1	0	-1	i	0	i
54	CS(=O)(=O)N(CCC#N)Cc1ccc(C=O)o1	0	-2	i	-8	i
55	CC(C)(C)NCc1ccccc1OCc1cccs1	0	5	i	-1	i

nr	Scp1 inh	NadD inh	CSN deneddyl inh	SUMO1-SIM PPI	LMPTP inh
49	0	-4	4	5	-1.4
50	-9	7	1	-7	-0.8
51	3	-9	-1	3	2.7
52	6	-2	-2	-5	0.6
53	-10	-2	1	4	-0.4
54	-5	-4	-1	6	-0.3
55	0	-4	0	6	-0.1
